# High-throughput results (PubChem)
# NALP1 yeast inh: blocks the NALP1 inflammasome reconstituted in yeast | S. cerevisiae NALP1/ASC/caspase-1 growth, X-gal OD620, 72 h | inhibition, % at 10 µM | 0.61% of 280,000 active | AID 2071; in the data active = inhibition mostly above about 24%, no sharp cut-off; inactive = mostly below about 32%; also: some compounds called inactive have numbers as strong as hits
# OXTR potentiator: potentiates the human oxytocin receptor response. AID 2445. P30559. CHO-OTR cells, Fluo-8 calcium fluorescence, potentiator mode; 0% = oxytocin EC15, 100% = EC100. activation, % at 3 µM. 0.061% of 320,000 active;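 active = activation above that plate's cutoff, the mean activation of tested compounds plus 3 SD, cut at about 6.6% in these data, passing the limit was not always enough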;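 also: 100% uses oxytocin at 75 nM as the full agonist control; some results filed as inactive read as strong as hits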
#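 Assay system: CHO cell line stably expressing human OTR | Also added: Oxytocin at about EC15, sub-maximal agonist stimulus | Times: Compound 6 min at room temperature before oxytocin, 100 s read | Measured by: Fluo-8 intracellular calcium fluorescence, ex 470-495, em 515-575 nm | Controls: EC15 oxytocin alone as 0%, 75 nM oxytocin as 100%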
# GPR7 antagonist: antagonists of human GPR7 (neuropeptides B/W receptor 1). P48145. GPR7-expressing cells, fluorescence antagonist assay. 1.1% of 290,000 active. inhibition, % at 4.4 µM. AID 1861; in the data active = inhibition above about 16%, passing the limit was not always enough;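 also: cells stimulated with the agonist NPW; 0% = agonist with vehicle and 100% = vehicle without agonist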
# Target sequence (P48145 whole entry, looked up): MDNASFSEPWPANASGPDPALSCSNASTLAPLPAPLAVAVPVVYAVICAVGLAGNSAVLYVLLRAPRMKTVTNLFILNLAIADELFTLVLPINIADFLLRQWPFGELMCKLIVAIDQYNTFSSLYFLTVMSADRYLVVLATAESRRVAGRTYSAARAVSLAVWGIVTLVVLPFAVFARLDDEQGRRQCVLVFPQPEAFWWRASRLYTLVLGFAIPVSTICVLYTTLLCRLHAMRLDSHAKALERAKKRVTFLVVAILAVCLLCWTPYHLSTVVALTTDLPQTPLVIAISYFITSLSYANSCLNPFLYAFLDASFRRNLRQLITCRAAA
# V1R ag counter: V1a receptor agonism, counter-screen for OXTR agonists | activation, % at 3 µM | CHO-V1R cells, Fluo-8 calcium fluorescence, agonist mode; 0% DMSO, 100% 3 nM vasopressin | 0.25% of 320,000 active | AID 2797;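 active = activation above the mean activation of all tested compounds plus 3 SD, per screening run, cut at about 20% in these data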;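 also: signal is peak over basal fluorescence ratio across a 100 second FLIPR read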
# Target sequence (P37288 whole entry, looked up): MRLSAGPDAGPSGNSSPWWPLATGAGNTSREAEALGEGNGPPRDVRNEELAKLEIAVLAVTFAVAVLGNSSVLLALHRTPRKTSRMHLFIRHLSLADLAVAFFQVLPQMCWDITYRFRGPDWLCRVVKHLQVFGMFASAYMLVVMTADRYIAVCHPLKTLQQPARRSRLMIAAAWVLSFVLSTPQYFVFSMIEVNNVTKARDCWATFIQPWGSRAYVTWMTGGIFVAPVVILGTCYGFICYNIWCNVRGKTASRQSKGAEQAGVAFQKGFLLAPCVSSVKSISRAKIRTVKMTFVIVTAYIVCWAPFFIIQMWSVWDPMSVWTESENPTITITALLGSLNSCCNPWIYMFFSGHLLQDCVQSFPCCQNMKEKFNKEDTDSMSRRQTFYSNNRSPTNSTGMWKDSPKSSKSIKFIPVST
# PfM18AAP inh: blocks P. falciparum M18 aspartyl aminopeptidase; 1.2% of 290,000 active; inhibition, % at 7.35 µM; recombinant PfM18AAP, H-Glu-NHMec fluorogenic cleavage;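 active = inhibition above the campaign mean inhibition over all tested compounds plus 3 SD, cut at about 28% in these data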;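 also: 0% = plate median of test compound wells and 100% = 2 mM ZnCl2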
# MEKK2mut PB1 HTS: signal of MEK5 binding to mutant human MEKK2 PB1 domain; 0.35% of 290,000 active; bead flow cytometry, Alexa488-MEK5 binding to MEKK2 mutant; percent response, % at 10 µM; in the data active = percent response above about 24%, passing the limit was not always enough; also: inactives centre near 1; some results filed as inactive read as strong as hits
# GalR3 antag: antagonists of human GalR3. HEK293 GalR3-CNG cAMP membrane potential fluorescence; galR3 body fused to GalR1 C-terminus. O60755. AID 651719. 0.44% of 360,000 active. inhibition, % at 3 µM;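 active = inhibition above the screen-wide average plus 3 SD, cut at about 13% in these data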;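 also: forskolin and galanin both at EC90 stimulate the cells; cAMP rise reported by CNG channel membrane potential dye signal; 0% = forskolin plus galanin with DMSO and 100% = forskolin alone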
# MEKK2 WT-MEK5: raises or lowers MEK5 binding to wildtype human MEKK2 PB1 domain. Q9Y2U5. bead flow cytometry, Alexa488-MEK5 binding to MEKK2 WT; actives lie on both sides. binding response (% of control), % at 10 µM. 1.1% of 290,000 active. AID 1531; in the data active = binding response below about 67% or above about 130%
# OXTR agonist: activates the human oxytocin receptor; AID 2435; activation, % at 3 µM; 0.32% of 320,000 active; CHO-OTR cells, Fluo-8 calcium fluorescence; normalized: DMSO 0%, oxytocin 100%;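 active = activation above the mean of all tested compounds plus 3 SD, cutoff set per screening run, cut at about 20% in these data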;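 also: peak over basal fluorescence ratio from a 100 s FLIPR kinetic read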
# Numbers without * were called inactive; . = not tested or not shown.
SMILES	NALP1 yeast inh	OXTR potentiator	GPR7 antagonist	V1R ag counter	PfM18AAP inh	MEKK2mut PB1 HTS	GalR3 antag	MEKK2 WT-MEK5	OXTR agonist
COc1cccc(/C(C)=N/NC(=O)Cc2c(C)[nH][nH]c2=O)c1	20	-2	2	0.1	3	-1	-7	101	1.4
Cc1cccc(C)c1NC(=O)Cn1nc(-c2ccc(Cl)s2)ccc1=O	5	-11	14	5.6	5	0	-6	97	3.9
O=S(=O)(NCc1ccc(Cl)cc1)NCc1ccc(Cl)cc1	12	-3	10	0.5	1	4	-12	110	-1.0
CC1(C)NC(=O)N(CC(O)COc2cc3ccccc3cc2C(=O)N2CCCCC2)C1=O (configuration not stated)	15	-14	-10	-0.4	3	6	2	102	-0.5
CN(Cc1cnn(C)c1)C(=O)C1CCC(=O)N(Cc2cccc(C(F)(F)F)c2)C1 (configuration not stated)	3	-7	-2	0.4	4	8	-1	109	0.2
COc1cc2c(C(=O)N3CCN(c4ccccc4)CC3)c(C)oc2cc1Br	-9	-4	9	-0.1	-2	.	1	.	-0.9
CC(C)(C)OC(=O)[C@H](NC(=O)OCc1ccccc1)c1ccccc1	.	-4	.	-0.7	.	.	1	.	-1.8
Nc1cnn(C2CCCO2)c(=O)n1 (configuration not stated)	0	-9	24*	1.2	0	3	2	97	1.5
CCC/C(O)=C1\C(=O)CC(C)(C)CC1=NCc1ccccc1	-13	4	0	-1.8	0	-2	-3	102	-3.5
COc1ccc(N2C(=O)c3cccc4cccc(c34)C2=O)cc1	6	-2	-8	4.2	-3	4	-11	100	0.3
O=C(CCS(=O)(=O)c1ccc(Br)s1)N1CCc2ccccc21	14	-1	-8	-0.9	0	5	-2	113	-1.7
Cc1nn(C)c(C(=O)N/N=C/c2cccc(Oc3ccccc3)c2)c1Br	10	-4	-5	-0.7	3	6	-4	105	0.6
O=C(COc1ncnc2ccccc12)NC1CCCCC1	.	-3	.	1.8	.	.	-5	.	0.4
Cc1cc(N(C)C)c(C#N)c(N2CCOCC2)n1	11	-14	-12	0.4	-9	6	1	106	-0.6
O=C(CCl)Nc1ccc(S(=O)(=O)NC2=NCCCCC2)cc1	.	-5	.	-0.5	.	.	-3	.	-0.2
COc1ccc2oc(=O)c(C(=O)NCCc3ccc(OC)c(OC)c3)cc2c1	8	-11	-4	1.0	8	8	-7	112	-0.2
COc1ccc(OCC(=O)N/N=C/c2cccc3cccnc23)cc1	10	5	3	0.3	4	5	-2	101	0.2
CCN(CC)S(=O)(=O)c1cc(NC(=O)CSCc2c(C)noc2C)ccc1C	.	-4	.	3.6	.	.	1	.	2.2
CCOC(=O)c1ccc(-n2c(=S)sc3c(=O)[nH]c(C)nc32)cc1	29	-16	-14	-0.2	-23	2	.	90	-1.6
Cc1ccc(Cn2nnc3c(=O)[nH]c(C4CCN(S(=O)(=O)/C=C/c5ccccc5)CC4)nc32)cc1	22	-5	-10	-0.4	4	-2	-8	93	0.7
Cc1cc2c(c(=O)n1C1CC1)C(c1cccc(Cl)c1)C(C#N)=C(N)O2 (configuration not stated)	-4	1	-12	0.4	8	-5	-3	92	-0.5
COC(=O)c1sccc1NC(=O)c1cccnc1	16	-8	10	0.1	-12	-6	-5	94	-0.1
O=C(CNS(=O)(=O)c1cccs1)N1CCN(c2ccccn2)CC1	7	-13	-11	0.3	-1	2	3	98	-0.8
C=CC[C@H](CC(=O)N(CCO)Cc1ccccc1)C(=O)N[C@@H](C)COC(=O)[C@H](CC=C)CC(=O)OC(C)(C)C	.	-7	.	4.4	.	.	-1	.	2.1
CN1CCCN(Cc2nc(-c3cccc(C(F)(F)F)c3)no2)CC1	-4	-7	-11	-0.5	-3	13	-4	118	-0.4
COC(=O)C1C2C=CC(C3CC23)C1C(=O)OCC(=O)c1ccc(OC)cc1 (configuration not stated)	.	-6	-7	1.4	0	-1	-5	103	1.5
CO/N=C/c1ccc(N2CCOCC2)c([N+](=O)[O-])c1	-2	-9	0	0.1	-6	-3	0	100	-0.3
CNC(=O)CSc1nnc(-c2cnccn2)n1C	26*	-11	-6	0.6	-2	-9	-4	91	-1.1
CN1CCN(S(=O)(=O)c2ccc(N3CCc4ccccc4C3)nc2)CC1	28	-15	-7	0.0	-6	-3	-7	104	-1.7
CN(C)CCSc1nc(N)c2c3c(sc2n1)CN(C)CC3	-14	-3	-10	1.6	-8	-7	-5	98	-0.2

# (listing goes on)
SMILES	NALP1 yeast inh	OXTR potentiator	GPR7 antagonist	V1R ag counter	PfM18AAP inh	MEKK2mut PB1 HTS	GalR3 antag	MEKK2 WT-MEK5	OXTR agonist
COC(=O)c1[nH]c2ccc(F)cc2c1NC(=O)Nc1ccc(OC)cc1	2	-5	-7	0.0	5	-2	3	93	0.4
COc1cccc(OC)c1OCC(C)CNCC1CCCO1 (configuration not stated)	19	0	-7	-0.5	2	2	-3	103	0.9
O=C(Cc1ccccc1)NCC1OCCc2ccccc21 (configuration not stated)	3	-12	0	0.8	-2	-9	0	92	-0.1
CC(C)CNC(=O)NC1C(NC(=O)NCC(C)C)N(C)C(=O)N1C (configuration not stated)	-22	-1	10	1.1	-2	-4	4	100	0.1
C[n+]1cccc(CNC(=O)/C=N/O)c1	4	-5	-9	0.3	-2	0	1	103	1.1
CC1CCc2sc(C(=O)N(C)CC(=O)Nc3ccc(N4CCOCC4)cc3)cc2C1 (configuration not stated)	16	3	-9	-0.7	2	5	-2	106	-1.6
COc1cccc(C2C(C#N)=C(N)Oc3cc(C)n(Cc4ccco4)c(=O)c32)c1 (configuration not stated)	20	-12	-15	0.4	4	6	-3	103	-0.4
O=C1CCc2cc(S(=O)(=O)N3CCC(C(=O)NCc4ccccn4)CC3)ccc2N1	-7	1	-4	0.5	-7	.	-3	.	1.8
COc1cccc(NC(=O)Cn2cc(C=O)c3ccccc32)c1	10	-24	0	12	0	-5	-12	110	18
COc1ccc(C(=O)N/C(=C\c2cn(C)c3ccccc23)C(=O)OCCN(C)C)cc1	5	2	-12	1.0	4	5	-4	108	1.5
CCOC(=O)c1c(C)[nH]c(C)c1C(=O)COC(=O)c1cccnc1SC	.	0	.	-0.5	.	.	-8	.	-0.4
CC1CCC(NC(=O)COC(=O)c2ccc3ncsc3c2)CC1 (configuration not stated)	.	-7	.	0.6	.	.	-4	.	-1.6
Nc1nc(=S)c2ncn(C3OC(CO)C(O)C3O)c2[nH]1 (configuration not stated)	2	-18	3	-0.5	26	-7	-12	93	-0.7
COc1ccc(-n2c(SCC(=O)O)nc3sc4c(c3c2=O)CCC4)cc1	13	0	-10	0.4	4	3	-6	106	0.3
O=C(N/N=C/c1cccc(O)c1)NC1CCCCC1	8	-13	-14	1.1	2	-4	1	91	1.5
N/C(CCS(=O)(=O)c1ccc(Cl)cc1)=N\OC(=O)c1ccccc1Cl	17	-4	-6	-0.5	-12	-3	-4	93	-2.4
Cc1ccc(S(=O)(=O)n2ccc(OC(=O)c3cccs3)n2)cc1	0	-4	9	3.1	4	3	-2	102	0.0
CC(C)Nc1cc(N2CCCC2)ccc1[N+](=O)[O-]	14	1	-2	-1.1	-6	0	-8	97	-1.9
CCc1cccc2c1NC(=O)C21N2CCCC2C(C(=O)c2ccc3ccccc3c2)C12C(=O)Nc1ccccc12 (configuration not stated)	21	-5	2	-0.3	10	-1	-1	99	2.2
COc1cc(/C=C2\SC(=S)N(NC(=O)c3ccc(O)c(OC)c3)C2=O)ccc1O	-14	-26	7	29*	6	1	-11	93	37*
CCOC(=O)C1CCN(C(=O)c2ccc3c(c2)OCCO3)CC1	.	-1	.	0.7	.	.	-1	.	1.1
Cc1ccccc1C(=O)c1cccn1CC(=O)NCCCc1ccccc1	21	-17	-6	-0.7	0	-2	-1	103	-2.7
CCN1CCN(S(=O)(=O)c2c(C)[nH]c(C)c2C(=O)N2CCCCC2)CC1	2	-10	-1	0.3	6	4	0	98	0.6
CC(NC(=O)c1cccnc1)C(c1cccs1)N1CCN(c2ccccc2F)CC1 (configuration not stated)	.	0	-9	-1.3	-1	4	-6	100	0.5
CCOC(=O)c1sc(NC(=O)c2ccc(C)o2)nc1C	19	3	-10	0.3	-5	-12	0	79	-0.7
Cc1nnc(N(C)C(=O)c2cnccn2)s1	-1	-2	-3	0.2	-2	-9	-7	91	1.0
COc1ccc(CNC(=O)c2[nH]c(C)c(C(C)=O)c2C)cc1	0	-4	-7	2.6	1	-2	-8	103	2.5
Cc1ccc(-c2nnc(Oc3cccc(C)c3)c3ccccc23)cc1	9	-5	1	-1.2	5	-2	-1	91	-0.6
O=C(NCCN1Cc2ccccc2C1=O)c1cccs1	11	-13	5	0.5	-4	1	4	100	1.4
CC(/C=C/c1ccco1)=N/NC(=O)CNc1ccccc1C	-8	-12	-9	-0.3	6	2	-6	98	-0.9
O=c1[nH]c2ccc(Cl)cc2c(-c2ccccc2)c1CN1CCOCC1	-5	-6	3	0.4	-10	-10	-6	87	1.2
O=C1S/C(=C\c2ccccc2)C(=O)N1CC(O)Cn1c2ccccc2c2ccccc21 (configuration not stated)	27	1	6	0.0	7	-3	1	81	1.0
Cc1ccccc1C(=O)NCC(=O)NNC(=S)NC(=O)c1ccccc1C	16	1	5	-0.8	10	0	-2	101	0.2

# 4 entries from above, arranged by length of the SMILES, rising.
SMILES	NALP1 yeast inh	OXTR potentiator	GPR7 antagonist	V1R ag counter	PfM18AAP inh	MEKK2mut PB1 HTS	GalR3 antag	MEKK2 WT-MEK5	OXTR agonist
CC(C)CNC(=O)NC1C(NC(=O)NCC(C)C)N(C)C(=O)N1C (configuration not stated)	-22	-1	10	1.1	-2	-4	4	100	0.1
CCN1CCN(S(=O)(=O)c2c(C)[nH]c(C)c2C(=O)N2CCCCC2)CC1	2	-10	-1	0.3	6	4	0	98	0.6
O=C1S/C(=C\c2ccccc2)C(=O)N1CC(O)Cn1c2ccccc2c2ccccc21 (configuration not stated)	27	1	6	0.0	7	-3	1	81	1.0
COc1ccc(C(=O)N/C(=C\c2cn(C)c3ccccc23)C(=O)OCCN(C)C)cc1	5	2	-12	1.0	4	5	-4	108	1.5

# In the list so far, these have a nitro group on carbon:
SMILES	NALP1 yeast inh	OXTR potentiator	GPR7 antagonist	V1R ag counter	PfM18AAP inh	MEKK2mut PB1 HTS	GalR3 antag	MEKK2 WT-MEK5	OXTR agonist
CO/N=C/c1ccc(N2CCOCC2)c([N+](=O)[O-])c1	-2	-9	0	0.1	-6	-3	0	100	-0.3
CC(C)Nc1cc(N2CCCC2)ccc1[N+](=O)[O-]	14	1	-2	-1.1	-6	0	-8	97	-1.9
